S1P4 ag: S1P4 receptor agonists, primary screen, cell-based; activation, % at 4.98 µM; AID 1509, 2009; S1P4-expressing cell line, agonist reporter assay; hit rate 0.35% among 220,000; in the data active = activation above about 11%;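 note: 0% = DMSO vehicle and 100% = reference agonist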
Target sequence (O95977 whole entry, looked up): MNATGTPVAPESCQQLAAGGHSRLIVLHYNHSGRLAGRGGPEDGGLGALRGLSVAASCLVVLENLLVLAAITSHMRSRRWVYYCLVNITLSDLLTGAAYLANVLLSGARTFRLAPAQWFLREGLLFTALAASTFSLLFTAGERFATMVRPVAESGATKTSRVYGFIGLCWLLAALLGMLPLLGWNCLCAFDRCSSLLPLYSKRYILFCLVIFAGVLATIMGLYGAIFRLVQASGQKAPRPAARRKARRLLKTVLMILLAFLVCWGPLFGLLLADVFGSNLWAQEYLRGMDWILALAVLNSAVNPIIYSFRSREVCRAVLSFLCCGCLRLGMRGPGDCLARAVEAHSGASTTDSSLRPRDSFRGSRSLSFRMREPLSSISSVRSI
Wee1 stabilizer: Wee1 degradation inhibitors, primary screen, cell-based, HeLa, Wee1K328M-luciferase, luminescence. hit rate 1.2% among 220,000. reporter increase, % at 5 µM. AID 1321, 2008. HeLa Luc-Wee1K328M stability; 100% = proteasome inhibitor MG132 effect;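 active = activation above the mean of all tested compounds plus 3 SD, set per screening run, cut at about 8.8% in these data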;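 note: cells exposed to compound for 20 h before luminescence read; 0% = DMSO alone and 100% = MG132 at 30 µM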
PERK inhibitor: block of dimerizer-induced PERK translation repression, primary screen, PERK inhibitor project, CHO PERK-DD cells, SEAP luminescence, HTS; Eukaryotic translation initiation factor 2-alpha kinase 3 (Homo sapiens), Q9NZJ5; CHO PERK-DD fusion, SEAP luminescence translation reporter; AID 1416, 2008; inhibition, % at 5.6 µM; hit rate 0.17% among 220,000;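 active = inhibition above the mean inhibition of all tested compounds plus 3 SD, set separately per screening campaign, cut at about 2.9% in these data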;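 note: PERK kinase domain activated by AP20187 dimerizer at 100 nM; 0% = DMSO with dimerizer and 100% = rapamycin at 8.4 µM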
MDM2 E3 inh: MDM2-luciferase reporter signal enhancers, primary screen, MDM2 E3 ligase inhibitor project, cell-based, luminescence, 1536-well; E3 ubiquitin-protein ligase Mdm2 (Homo sapiens), Q00987; cell-based MDM2 ubiquitination luciferase reporter, 2 h; 0 = plate control, 100 = twice control, blank-subtracted; signal enhancement, % at 5 µM; hit rate 0.11% among 210,000;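 active = signal enhancement of 30% or more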;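 note: luminescence tracks abundance of the self-degrading MDM2-luciferase fusion protein; higher signal means inhibition of MDM2 E3 ligase activity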
Target sequence (Q00987 whole entry, looked up, the tested form may be a part): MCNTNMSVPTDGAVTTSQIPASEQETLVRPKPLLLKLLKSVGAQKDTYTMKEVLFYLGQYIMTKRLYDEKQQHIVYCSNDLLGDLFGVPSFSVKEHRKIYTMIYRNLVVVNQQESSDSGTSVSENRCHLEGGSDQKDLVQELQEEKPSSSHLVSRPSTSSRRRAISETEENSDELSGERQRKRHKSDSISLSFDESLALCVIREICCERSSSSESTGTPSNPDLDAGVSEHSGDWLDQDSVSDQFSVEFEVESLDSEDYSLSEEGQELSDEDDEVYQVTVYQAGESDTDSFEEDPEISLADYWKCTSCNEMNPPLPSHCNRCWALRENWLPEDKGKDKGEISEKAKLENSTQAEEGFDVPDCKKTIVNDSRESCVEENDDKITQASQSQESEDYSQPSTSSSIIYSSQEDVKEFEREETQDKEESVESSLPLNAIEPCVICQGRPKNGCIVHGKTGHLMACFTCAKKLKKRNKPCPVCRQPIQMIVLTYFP
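system = mammalian cells stably expressing self-ubiquitinating, self-degrading MDM2 E3–luciferase fusion | quantity = 2000 cells per well seeded | incubation = 4 h cell settling then 2 h compound exposure, 37 °C | signal = SteadyLite luminescence, 15 min reagent step | benchmarks = plate control and blank wells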
BaF3 tox: parental Ba/F3 cell viability inhibition, counter-screen for JAK2V617F inhibitor project, murine pro-B, CellTiter-Glo luminescence; CellTiter-Glo ATP luminescence; inhibition, % at 5.6 µM; hit rate 1.1% among 220,000;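 active = inhibition above a per-campaign cutoff, the mean inhibition of all tested compounds plus 3 SD, cut at about 27% in these data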;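 note: 0% = DMSO wells and 100% = JAK Inhibitor I control wells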
S1P4 antag: S1P4 receptor antagonists, primary screen, cell-based; Sphingosine 1-phosphate receptor 4 (Homo sapiens), O95977; S1P4-expressing cells, antagonist mode, reporter read-out; inhibition, % at 4.98 µM; hit rate 0.26% among 220,000; AID 1510, 2009; in the data active = inhibition above about 29%;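 note: 0% = wells stimulated with agonist and 100% = vehicle wells without agonist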
eIF4E 4G PPI: eIF4E–eIF4G protein interaction inhibitors, primary screen, biochemical, uHTS, TR-FRET, eIF4GI fragment; Eukaryotic translation initiation factor 4E (Mus musculus) + Eukaryotic translation …; TR-FRET eIF4E-eIF4GI(517-606) binding, 2 h; inhibition, % at 21.7 µM; hit rate 0.37% among 220,000; AID 782, 2007;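 active = inhibition above about 30%, limit read from the data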;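 note: 0% = full FRET control wells and 100% = background wells lacking eIF4GI fragment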
Ba/F3 V617F tox: reduced viability of JAK2V617F-dependent Ba/F3 cells, primary screen, JAK2V617F inhibitor project, cell-based, Ba/F3 EpoR-JAK2V617F, luminescence; ATP luminescence; hit rate 1.1% among 220,000; inhibition, % at 5.6 µM; AID 1446, 2008;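 active = inhibition above the campaign mean plus 3 SD over all tested compounds, cut at about 24% in these data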;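 note: cytokine-independent growth of Ba/F3 cells driven by EpoR plus mutant JAK2; 0% = DMSO-treated cells and 100% = JAK inhibitor I control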
NPY2 pot ag: NPY-Y2 potentiators or agonists, primary screen, cell-based. Neuropeptide Y receptor type 2 (Homo sapiens), P49146. cells expressing NPY-Y2, potentiator/agonist read-out. activation, % at 3.6 µM. hit rate 0.45% among 220,000; in the data active = activation above about 27%;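 note: cells stimulated with NPY near EC25 plus isoproterenol at EC100; 0% = vehicle plus submaximal agonist and 100% = vehicle plus saturating agonist; some results beyond the cut were filed as inactive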
Active calls of the source: *; x = no result given; [ ] = dose if it differs, or a comment.

Results follow in this order: S1P4 ag	Wee1 stabilizer	PERK inhibitor	MDM2 E3 inh	BaF3 tox	S1P4 antag	eIF4E 4G PPI	Ba/F3 V617F tox	NPY2 pot ag
- CCOC(=O)Cc1nnc2c(Nc3ccc(C)cc3)nc3nonc3n12
→ -0.2	-2.5	-0.5	-16.4	2.5	-9.1	-9.0	0.1	1.8
- CC(C)(C)OC(=O)N1CCCC1C(=O)O (centres undefined)
→ 0.9	1.1	0.5	-5.1	4.7	-1.3	2.2	2.2	-8.6
- COCCCNC(=O)CN1C(=O)/C(=C/c2ccccc2C)Sc2ccccc21
→ -1.0	0.5	0.0	-11.2	4.5	-2.6	0.1	2.6	-6.0
- CCc1ccc(N2CC(C(=O)Nc3nnc(CC)s3)CC2=O)cc1 (centres undefined)
→ 1.2	0.1	-0.1	-16.2	2.3	-5.5	0.4	-1.3	-17.5
- CCOC(=O)C(C)c1nn(C)c(=O)c2ccccc12 (centres undefined)
→ 1.4	-0.9	1.4	-27.5	-0.6	-14.4	-9.7	-5.4	20.7
- COc1c2occc2c(OC)c2c(=O)cc(C(F)(F)F)oc12
→ 1.0	1.0	-0.2	-9.6	12.0	-2.5	3.2[fluorescence artefact?]	2.6	1.3
- CC(C)NC(=S)N1CCN(c2ncccn2)CC1
→ 1.0	4.0	0.5	8.3	5.8	5.5	4.4[fluorescence artefact?]	-2.1	3.8
- Cc1ccc(OCCCn2c(=O)oc3ccccc32)cc1
→ 0.1	2.4	0.1	-0.7	11.2	-24.5	0.2	1.9	-12.4
- CCCCCOc1ccc(/C=c2\sc3nc(=O)c(-c4ccccc4)nn3c2=O)cc1OC
→ 2.1	-2.0	0.1	-15.9	10.2	-9.4	-0.4[fluorescence artefact?]	5.6	-7.5
- O=C(O)CSc1nnc(-c2ccc3c(c2)OCO3)n1-c1ccccc1
→ 0.9	0.8	0.1	-7.0	5.6	-25.2	0.2	-0.2	-21.1
- Cc1cc(=O)c2cc3nc(-c4cccnc4)oc3c(Br)c2o1
→ 1.2	-0.6	0.9	-13.8	0.4	-6.1	9.9	-0.9	-5.7
- Fc1ccccc1N1CCN(CCCNc2ccc3nncn3n2)CC1
→ -0.1	-1.6	-0.9	-6.8	0.8	-0.4	1.1	-2.9	13.4
- NC(=O)C[N+]1(CC#CC(O)(c2ccccc2)c2ccccc2)CCCC1
→ -1.0	-1.0	0.5	-8.5	0.9	-15.9	6.3	0.0	0.3
- Cc1nc2ccccn2c1C(=O)N/N=C/c1cc(C)n(-c2ccc(Br)cc2)c1C
→ 2.4	-1.1	-0.7	-2.2	-1.6	-5.8	0.4	-2.7	-5.6
- CCn1c2c(c3cc(C(=O)O)ccc31)CCCC2=O
→ -3.1	0.0	0.4	2.5	4.7	-2.8	5.2	0.6	-12.8
- Cc1ccc(Oc2cc(NC(=O)CCCn3nc([N+](=O)[O-])cc3C)cc([N+](=O)[O-])c2)cc1
→ 1.6	1.6	-0.7	-3.0	4.2	-26.6	4.1	0.5	11.2
- COC(=O)c1ccccc1NC(=O)NCc1c(C)nn(C)c1C
→ 0.5	-3.6	0.7	-8.7	3.3	-5.7	-0.3	-1.5	7.8
- O=c1[nH]c(/C(Cl)=C/c2c(F)cccc2Cl)nc2cc(Cl)ccc12
→ 0.2	0.0	0.6	-12.8	6.1	-5.9	-5.7[fluorescence artefact?]	-2.0	-2.2
- COc1ccc(NC(=O)CN2CCN(CC(=O)Nc3ccccc3Cl)CC2)cc1Cl
→ -1.1	-1.5	-0.9	-19.8	0.0	-8.5	18.9	-2.3	-15.0
- COc1ccc(-c2nc(SC(CC(=O)NCCN3CCOCC3)c3cccs3)n[nH]2)cc1 (centres undefined)
→ 1.0	0.5	0.7	-7.4	2.1	6.8	-7.9	0.1	-2.8
- O=C(Nc1nncs1)c1cccc(S(=O)(=O)N2CCCC2)c1
→ -0.7	2.3	1.7	10.6	4.8	-24.6	4.7[fluorescence artefact?]	1.0	5.0
- COc1ccc(CCNC(=O)C(=O)NCc2cccs2)cc1OC
→ 0.7	-2.2	0.1	-8.6	5.3	-13.7	4.5	-0.9	-8.0
- COc1ccccc1CNC(=O)C1CCN(S(=O)(=O)N2CC(C)CC(C)C2)CC1 (centres undefined)
→ 0.8	0.2	-0.9	-4.0	6.4	-16.0	10.2	2.9	0.7
- CS(=O)(=O)N(Cc1ccc(C(=O)NC2CCCCC2O)cc1)c1ccccc1 (centres undefined)
→ -2.6	0.5	0.9	-21.6	1.4	-15.7	-1.1	-3.9	-2.1
- O=C1CCC([N+](=O)[O-])C(c2cc3c(cc2Br)OCO3)N1 (centres undefined)
→ -0.4	-1.1	0.4	-7.9	4.4	-1.6	2.1	0.8	-4.4
- CCCNS(=O)(=O)c1ccc(CCC(=O)NCc2ccc3c(c2)OCO3)cc1
→ -1.4	-1.2	-0.5	-5.5	3.4	2.7	3.9	-2.5	2.2
- COCCNC(=O)C1CCN(C(=O)c2cc3sccc3n2Cc2ccc(F)cc2)CC1
→ 2.7	0.9	-0.6	-9.3	3.4	-10.1	0.8	0.2	0.8
- CC(CS(=O)(=O)c1ccccc1[N+](=O)[O-])N1CCOCC1 (centres undefined)
→ 0.1	-0.3	1.3	-7.0	1.5	-11.2	-4.0	0.7	5.4
- N/C(=N\S(=O)(=O)c1cc(C(F)(F)F)cc(C(F)(F)F)c1)c1cccs1
→ -0.5	-2.5	1.6	-5.8	7.1	-6.0	0.1	-4.6	46.0*
- CN(C(=O)c1ccncc1)C1CC(C)(C)N(O)C(C)(C)C1
→ -1.9	-1.2	0.2	6.7	2.9	9.4	-9.4	2.9	-8.4
- CCCCn1nc(NC(=O)c2cccs2)c2cc3cc(OC)ccc3nc21
→ 5.9	-2.3	-1.7	-14.0	6.6	-8.0	x	-2.5	20.8
- Cc1csc(N(C(=O)c2ccc(S(=O)(=O)N(C)C)cc2)c2ccccc2)n1
→ -1.2	-2.3	-0.2	-6.1	2.1	-0.1	8.7	2.4	0.8
- Cc1cc(=O)n2c(n1)NC(Nc1cccc(C)c1C)=NC2c1ccc(F)cc1 (centres undefined)
→ -0.8	-0.6	-0.4	-6.2	2.2	4.2	5.1	-1.5	3.1
- Cc1ccc(CSc2nnnn2C)cc1
→ 1.6	-0.4	1.3	-9.3	6.3	-9.5	4.7	4.2	6.6
- Cc1ccc(-n2ccnc2SCC(=O)O)cc1C
→ 1.4	2.1	1.1	-12.2	-1.6	11.7	2.5	-0.4	13.2
- Cc1ccccc1OCC(=O)NCC(=O)N/N=C/C=C/c1ccccc1
→ 4.2	-0.1	0.2	-16.9	3.0	-1.6	-24.9[fluorescence artefact?]	-0.5	-30.1
- Cc1cc(C(F)F)n2ncc(C(=O)O)c2n1
→ 0.3	-0.2	1.3	-9.9	9.0	-5.7	2.3[fluorescence artefact?]	-1.0	-16.5
- Cc1ccc(-n2ncc3c(=O)n(CC#N)cnc32)cc1C
→ 1.7	-1.0	0.5	x	7.1	6.2	-4.3	0.6	-1.8
- C[C@H](NC(=O)c1nc[nH]c1C(=O)NCCCCCNC(=O)OC(C)(C)C)C(=O)OCc1ccccc1
→ 0.1	9.1*	-0.1	x	-2.9	-1.8	0.0	-0.5	-0.8
- O=C(Cn1cc2c(n1)CCCCC2)Nc1ccc(F)cc1F
→ 1.4	-1.5	0.5	-6.8	6.2	-8.7	1.1	-2.3	-9.0
- CCOc1cc(-c2ccc(N)c(OCC)c2)ccc1N
→ -0.8	-1.0	0.2	-5.5	4.1	-28.1	12.2	0.2	16.1
- Cc1ccc(NCc2cccnc2)c(Br)c1
→ 1.1	0.0	-0.1	-17.4	1.5	-11.7	4.2	2.1	7.1
- CCOC(=O)NNC(=O)NCCCCCCNC(=O)NNC(=O)OCC
→ -1.0	1.4	0.6	5.9	-0.6	12.2	-1.6	-2.9	12.2
- O=C(CSc1nc2ccccc2s1)NCc1ccc2c(c1)OCO2
→ -0.9	-0.3	0.7	-11.2	3.0	-15.7	-4.8	-0.4	-8.1
- CCCCc1nc2ccccc2[nH]1
→ 1.4	4.3	1.8	-2.0	0.7	-18.2	-0.9	-2.5	14.4
- CCOC(=O)CSc1ccc2nnc(-c3ccccc3)n2n1
→ -0.2	-0.5	0.6	-11.9	2.9	-6.4	-2.8	0.8	9.3
- O=C(C1CCN(S(=O)(=O)c2cnc[nH]2)CC1)N1CCN(Cc2ccc3c(c2)OCO3)CC1
→ 0.9	1.6	-0.3	1.9	0.4	0.5	0.3	2.4	-0.2
- Cc1ccc(CC(NC(=O)c2ccccc2)C(=O)N2CCCC2C(=O)O)cc1 (centres undefined)
→ 2.8	3.0	-0.1	-5.7	11.1	0.9	-15.9	6.3	3.1
- COc1ccc(-n2c(=S)[nH]c3cc(C(=O)Nc4ccc(OC)c(OC)c4)ccc3c2=O)cc1
→ -2.5	0.2	-0.3	x	1.3	-6.5	-0.8	2.4	-2.1
- Cc1ccc(C(=O)COC(=O)c2cn3ccccc3n2)cc1
→ -1.0	-0.1	-0.2	-5.9	4.2	-8.3	3.1	0.9	4.0
- Cc1cc(C)n(-c2ccc(Cl)c(C(=O)Nc3cc(C(F)(F)F)ccc3Cl)n2)n1
→ -0.6	-2.5	0.8	-3.2	5.0	4.9	-2.0[fluorescence artefact?]	2.1	-0.1
- CCOc1ccc(NC(=O)Nc2nnc(CC)s2)cc1
→ 0.2	-2.4	0.5	-16.9	0.5	4.2	-2.3	-0.6	1.6
- CC(C)OC(=O)C(C)Nc1n[nH]c(=S)[nH]c1=O (centres undefined)
→ -0.5	1.7	0.1	-3.2	0.7	-11.1	-0.5	1.2	73.2*
- CC(C)(C)c1ccc(C(=O)c2c[nH]c(C(=O)NCc3cccs3)c2)cc1
→ 0.3	3.5	0.2	-4.3	3.6	11.0	4.5	3.0	-11.8
- CC(OC(=O)C1=COCCO1)C(=O)Nc1ccc(Oc2ccccc2)cc1 (centres undefined)
→ -3.6	-0.8	-0.2	-7.3	0.8	-12.9	-2.2[fluorescence artefact?]	-1.7	-4.9
- CC(C)(C)[Si](OCC[C@@H]1C[C@@]1(C)[C@@H](NP(=O)(c1ccccc1)c1ccccc1)c1ccccc1)(c1ccccc1)c1ccccc1
→ 0.1	0.7	0.6	x	3.1	2.3	-5.0[fluorescence artefact?]	-2.0	3.9

High-throughput results from PubChem.

Outcome played no part in choosing rows. Share with any hit: about 4.1%.
